Source: PubChem
PTHR1 agonist: activates the human parathyroid hormone receptor PTHR1; Q03431; Potency, µM (top dose mostly 115 µM), for the others: at the top dose activation, most hits filed as activators; actives 0.075% (n = 410,000); HEK293 GP2 PTHR1 cells, GloSensor cAMP luminescence, 1 h; also: potency is read from the fitted curve at half-maximal effect; nearly all actives have a fitted effect of over 55% in size; some results filed as inactive show a strong effect at the top dose; inactives centre near -15; many of its hits are not listed in these tables
Target sequence (Q03431 whole entry, looked up): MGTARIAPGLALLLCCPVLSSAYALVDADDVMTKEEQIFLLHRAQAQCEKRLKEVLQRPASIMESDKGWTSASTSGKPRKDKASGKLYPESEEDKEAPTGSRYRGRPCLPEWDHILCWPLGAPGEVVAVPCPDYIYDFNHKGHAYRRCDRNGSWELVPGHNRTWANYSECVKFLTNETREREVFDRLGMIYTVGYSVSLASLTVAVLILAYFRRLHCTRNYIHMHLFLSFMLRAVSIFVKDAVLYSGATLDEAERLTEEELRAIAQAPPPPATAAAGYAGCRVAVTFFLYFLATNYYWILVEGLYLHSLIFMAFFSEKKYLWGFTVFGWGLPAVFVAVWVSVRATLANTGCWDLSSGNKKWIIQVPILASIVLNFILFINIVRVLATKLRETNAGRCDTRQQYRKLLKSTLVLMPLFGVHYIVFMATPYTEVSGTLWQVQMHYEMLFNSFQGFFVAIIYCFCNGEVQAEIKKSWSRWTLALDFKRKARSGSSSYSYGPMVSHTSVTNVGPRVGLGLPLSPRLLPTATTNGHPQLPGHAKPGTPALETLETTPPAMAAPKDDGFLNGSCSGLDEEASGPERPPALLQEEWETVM
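HEK-293-derived GP2 cells expressing PTHR1 and a GloSensor cAMP reporter, 3,000/well, plated overnight, given luciferin plus IBMX (each 0.5 mM as added) for 1 h at 37 °C, then compound for 1 h at 37 °C. Luminescence was read after 15 min at room temperature.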
IL-2 act: activates IL-2 in a cell-based reporter assay; actives 0.065% (n = 360,000); activation, % (series mostly up to about 46 µM); IL-2 activation reporter assay, cell-based qHTS; stimulated with anti-CD3/CD4/CD28 beads; in transgenic mouse T cells; AID 652025; in the data active = activation above about 50%; inconclusive = mostly about 30% to 49%; also: 0% is about no effect
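Readout is EGFP and DsRed signal by fluorescent plate cytometry after 18 h at 37 degrees C. Transgenic mouse T cells (750/well) received compound for 60 min before bead stimulation (anti-CD3, anti-CD4, anti-CD28); memory T cells served as non-tolerant control.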
GLP1R cytotox: cytotoxicity counter-screen for GLP-1 receptor inverse agonists | HEK293 cAMP-luciferase reporter cells, luminescence, 24 h | Potency, µM (doses to about 38.3 µM), inactives show at the highest dose activity change, negative = inhibition, hits mostly inhibitors | actives 0.13% (n = 410,000) | AID 624418;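 also: loss of luciferase light is scored as toxicity; potency is read from the fitted curve at half-maximal effect; % is scaled to controls: 0 for no effect and ±100 for the full control effect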
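Cells in DMEM/10% Nu serum/1% pen-strep, 1536-well format. Pre-incubated 12 h, dosed with 23 nL compound, incubated a further 24 h. Luciferase detection, 12 min at room temp, luminescence.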
EPAC1 ag: agonists of human EPAC1. O95398. EPAC1 agonist qHTS, biochemical assay; response scale: 100% = response to 6.5 mM cAMP. actives 0.073% (n = 360,000). Potency, µM (titrated, usually from 154 µM), inactives show at the top dose activation, hits mostly activators; also: potency is read from the fitted curve at half-maximal effect; nearly all actives have a fitted effect of over 60% in size
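EPAC1 100 nM, Rap1B–BODIPY-GDP 250 nM, unlabeled GDP 50 uM; compound titration; 5 min RT; kinetic read ex480/em540 at 5-min intervals ×30 min; data normalized to 6.5 mM cAMP agonist control.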
GLP1R ag: activates the human GLP-1 receptor; P43220; actives 0.007% (n = 380,000); Potency, µM (series often up to 45.6 µM), for the others: top-dose activation, usual class: activators; HEK293 GLP-1R CRE-luciferase, luminescence, 4-6 h; cells express a hypersensitive GLP-1R form; also: potency is read from the fitted curve at half-maximal effect; % of control where 0% means no effect
Target sequence (P43220 whole entry, looked up): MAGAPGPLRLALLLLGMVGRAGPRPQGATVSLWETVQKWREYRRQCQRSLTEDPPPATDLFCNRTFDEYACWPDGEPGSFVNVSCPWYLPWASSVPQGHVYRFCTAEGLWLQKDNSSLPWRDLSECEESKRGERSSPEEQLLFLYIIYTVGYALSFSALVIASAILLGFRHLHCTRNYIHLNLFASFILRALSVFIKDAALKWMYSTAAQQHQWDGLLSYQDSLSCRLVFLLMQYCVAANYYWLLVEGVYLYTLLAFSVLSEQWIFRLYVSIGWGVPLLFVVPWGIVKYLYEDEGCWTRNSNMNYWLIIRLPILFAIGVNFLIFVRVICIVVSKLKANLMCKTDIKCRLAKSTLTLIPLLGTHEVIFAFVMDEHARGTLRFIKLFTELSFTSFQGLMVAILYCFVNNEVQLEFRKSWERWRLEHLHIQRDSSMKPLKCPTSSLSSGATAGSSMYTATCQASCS
PI5P4Ka inh: blocks human PI5P4K alpha kinase activity; PI5P4Kalpha enzyme, ADP-Glo luminescence, 60 min; hits give low values; max response, %; actives 1.2% (n = 330,000); active = max response of -50% or lower; inconclusive = between -30% and -50%; inactive = -30% or higher; also: value at the top dose of about 77 µM; % is scaled to controls: 0 for no effect and ±100 for the full control effect
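qHTS, 1536-well: enzyme/substrate mix, compound by pin tool, 5 microM ATP final; RT 60 min; ADP-Glo reagents 1 (45 min) then 2 (30 min); luminescence.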
EPAC1 antag: EPAC1 (human) antagonism | actives 0.14% (n = 360,000) | EPAC1 GEF assay, Rap1b-BODIPY-GDP exchange fluorescence | O95398 | Potency, µM (highest dose often 115 µM), for the others: top-dose activity change, negative = inhibition, actives largely listed as inhibitors;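 also: potency is read from the fitted curve at half-maximal effect; plate controls were vehicle for no effect and positive control for full effect; nearly all actives have a fitted effect of over 50% in size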
GLP1R inv ag: GLP-1 receptor (human) inverse agonism; P43220; HEK293 GLP-1R CRE-luciferase, luminescence, 24 h; GLP-1R form is constitutively active; Potency, µM (top dose mostly 38.3 µM), inactives show at the top dose activity change, negative = inhibition, actives largely listed as inhibitors; actives 1.6% (n = 410,000); also: potency is read from the fitted curve at half-maximal effect; % is scaled to controls: 0 for no effect and ±100 for the full control effect; nearly all actives have a fitted effect of over 55% in size
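Luminescence readout: a drop in cAMP-driven luciferase signal flags inverse agonism at a constitutively active GLP-1R stably expressed in HEK293. Compound exposure lasted 24 hr at 37 deg C, 5% CO2.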
PLK1 PBD block: inhibitors of human PLK1 polo-box domain binding; P53350; Plk1 PBD binding of FITC phosphopeptide, fluorescence polarization; Potency, µM, inactives show max response, negative = inhibition, usual class: inhibitors; actives 2.8% (n = 360,000); AID 720504; also: potency is read from the fitted curve at half-maximal effect; series mostly up to about 57 µM; % is scaled to controls: 0 for no effect and ±100 for the full control effect; nearly all actives have a fitted effect of over 65% in size
Starred values were filed as active, the others as inactive; i = inactive; ? = inconclusive; . = no result given; [ ] = remark or other dose. Unless noted, calls follow the shape of the dose curve; as a rule, active = well fitted curve in the direction sought with a large enough effect; inconclusive = small, poorly fitted or top-dose-only effect, or another doubt; inactive = no such curve, though single readings can be large; an effect the other way counts as inactive or inconclusive. These rows are one share of the data; rates above refer to the full screens.

SMILES | PTHR1 agonist | IL-2 act | GLP1R cytotox | EPAC1 ag | GLP1R ag | PI5P4Ka inh | EPAC1 antag | GLP1R inv ag | PLK1 PBD block
CN1CCC(=C2c3ccccc3C(O)c3ccccc32)CC1 (stereo not given) | 4.1% | 0.5 | -1.5% | 0.5% | -6.4% | 3.1 | 6.2% | -21.5% | -0.6%
CCc1nc2c(OCCn3cccc3)cccn2c1N(C=O)Cc1ccc(OC)cc1 | -9.0% | -0.8 | 6.6% | -4.4% | -1.4% | -15.9 | 18.5% | 1.9% | -7.8%
CCOc1cc(C(=O)Nc2cccnc2)cc(OCC)c1OCC | i | -1.6 | -8.0% | -2.1% | 8.0% | 4.2 | -8.8% | -13.9% | -2.6%
O=C1CCCCCC[C@@H](O)[C@H](O)C[C@H](c2ccccc2)O1 | 15.9% | 3.0 | 1.0% | -11.0% | -3.8% | -6.0 | -0.1% | 7.7% | -2.3%
Cc1ccc(/C=N/Nc2cn[nH]c(=O)n2)o1 | i | -2.6 | -22.1% | -3.0% | 14.7% | 3.6 | 19.0% | 14.8% | -8.7%
COc1ccccc1-c1cc(NC(C)=O)c2ncc(-c3cccc(C(C)=O)c3)n2c1 | -32.5% | -1.0 | 2.8% | -0.5% | 0.9% | -23.6 | -21.6% | -9.1% | -2.8%
CCN(CC)S(=O)(=O)c1cccc(NC(=O)COC(=O)CCc2nc3ccccc3s2)c1 | -5.0%[57.5 µM] | 3.4 | -10.3% | 3.0% | -10.4% | . | 1.8% | 0.0% | 2.4%
O=C(NC(=S)NCc1ccc(-c2nc3ccccc3s2)cc1)c1ccco1 | -12.2% | 0.2 | -3.5% | 3.1% | -15.4% | 25.1 | -8.7% | -13.4% | -2.2%
Cc1nc2cc(Cl)c(Cl)cc2n1-c1ccccn1 | i | 0.0 | 2.6% | 6.9% | 1.2% | -5.6 | 2.5% | -17.1% | 3.5%
COc1ccc(OC)c(-c2csc(N(Cc3ccco3)C(=O)c3cccs3)n2)c1 | i | -1.9 | 1.8% | 0.0% | -6.4% | 16.5 | -4.7% | 0.0% | -8.9%
COc1ccc(-c2cc(-c3cccnc3)c(C#N)c(N)n2)cc1 | i | -0.1 | 3.0% | 0.5% | 15.8% | -1.3 | 6.3% | 22.2% | 0.5%
COc1ccccc1C1C(C#N)=C(N)Oc2c1c(-c1ccccc1)nn2-c1ccccc1 (stereo not given) | -33.3%[inhibitor] | -0.9 | -23.9% | 15.9% | -2.4% | -8.2 | -10.0% | -11.7% | -0.3%
N#Cc1ccccc1OCC(=O)NNC(=O)CNC(=O)c1ccc(Br)o1 | i | 0.6 | 18.3% | 0.0% | -10.1% | 6.7 | -3.2% | -5.6% | 1.5%
CCCCNC(=O)CCn1c(=O)c2ccccc2n(Cc2ccc(Cl)cc2)c1=O | -33.9%[inhibitor] | -0.1 | 2.8% | -10.9% | -3.6% | -5.3 | -4.3% | 0.0% | 3.1%
O=c1c2c3n(c(=S)nc2[nH]n1-c1ccccc1)CCCCC3 | -4.7% | -0.5 | -10.2% | 4.9% | -12.6% | . | 6.9% | 1.3% | -3.5%
O=C(Nc1ccccc1)[C@@H]1CC=C[C@@H]2CCN(Cc3ccccc3)C(=O)[C@@H]21 | i | -0.3 | -6.5% | 9.5% | -0.4% | 7.9 | -2.7% | -6.4% | 0.6%
O=C(Nc1ccccc1[N+](=O)[O-])c1cc2ccccc2nc1Cl | -0.4% | 3.2 | -3.1% | 9.2% | 7.9% | -6.1 | -18.9% | 16.5% | -16.1%
CC(C)CNC(=O)c1c(N)n(/N=C/c2ccccn2)c2nc3ccccc3nc12 | -3.3%[57.5 µM] | -0.9 | -6.1% | 1.8% | 3.5% | -3.9 | 2.1% | 24.6% | -4.0%
O=C(CCC1CCN(C(=O)c2cncs2)CC1)Nc1ccccc1 | -33.5%[inhibitor] | -1.0 | -16.8% | -4.3% | -8.7% | -4.1 | -9.2% | ? | -9.1%
CCN1C(=O)/C(=C/c2ccc(C)s2)NC1=S | -8.8%[57.5 µM] | 0.3 | -16.8% | 5.7% | -4.0% | -6.6 | -0.8% | 2.8% | -6.8%
COc1cccc(NC(=O)CN(C)C(=O)CCCc2c[nH]c3ccccc23)c1 | -14.3% | -0.5 | -2.7% | -1.6% | -0.6% | 4.9 | -19.1% | ? | -11.9%
Cc1onc(-c2ccccc2)c1C(=O)Nc1ccncc1 | -51.2% | -0.7 | 19.6% | 8.1% | 8.0% | 8.2 | -8.7% | 10.5% | -2.2%
CCC1(CC)NC(=O)N(CC(=O)NCc2ccc3c(c2)OCO3)C1=O | -4.3% | 0.4 | -9.7% | -0.3% | 2.3% | -3.8 | 6.1% | 0.9% | -17.5%
O=C(CSc1nnc(COc2ccccc2)n1-c1ccccc1)c1cccs1 | -17.0%[57.5 µM] | -0.4 | 5.7% | 8.0% | 0.4% | -4.4 | -9.3% | 8.91µM* | -11.5%
CCOC(=O)C1CCCN(c2c(NCCCN(C)Cc3ccccc3)c(=O)c2=O)C1 (stereo not given) | -16.5% | -3.2 | -2.8% | 10.7% | 3.4% | . | 1.4% | 6.7% | -8.6%

Pulled one by one from the list above, 2 records:
SMILES | PTHR1 agonist | IL-2 act | GLP1R cytotox | EPAC1 ag | GLP1R ag | PI5P4Ka inh | EPAC1 antag | GLP1R inv ag | PLK1 PBD block
O=C(CSc1nnc(COc2ccccc2)n1-c1ccccc1)c1cccs1 | -17.0%[57.5 µM] | -0.4 | 5.7% | 8.0% | 0.4% | -4.4 | -9.3% | 8.91µM* | -11.5%
COc1cccc(NC(=O)CN(C)C(=O)CCCc2c[nH]c3ccccc23)c1 | -14.3% | -0.5 | -2.7% | -1.6% | -0.6% | 4.9 | -19.1% | ? | -11.9%

(next part)
SMILES | PTHR1 agonist | IL-2 act | GLP1R cytotox | EPAC1 ag | GLP1R ag | PI5P4Ka inh | EPAC1 antag | GLP1R inv ag | PLK1 PBD block
CCOc1ccc(S(=O)(=O)Nc2ccc(C(=O)N/N=C/c3c(C)nn(-c4ccccc4)c3N3CCCC3)cc2)cc1 | -8.1% | 0.3 | 3.8% | 6.6% | 0.1% | -73.9* | -6.7% | 11.5% | -8.3%
COc1cc(C2Nc3ccc4ccccc4c3C3=C2C(=O)CC(C)(C)C3)ccc1OCC(=O)O (stereo not given) | -41.6%[inhibitor] | 0.0 | -4.5% | 2.4% | -7.0% | 0.0 | 0.7% | 16.8% | 3.4%
C[C@H](CO)N1C[C@H](C)[C@@H](CN(C)Cc2ccncc2)Oc2c(NS(=O)(=O)c3ccc(F)cc3)cccc2C1=O | i | -0.7 | 1.5% | -11.5% | 1.6% | -2.2 | -3.8% | 7.0% | -5.8%
Cc1cccc(C)c1NC(=S)NN(Cc1ccccc1)c1ccccc1 | 1.8% | -2.0 | ? | 3.5% | -2.3% | 8.7 | -0.7% | ? | -6.1%
COc1cccc(CNC(=O)c2nnn(CC(=O)Nc3ccc(C)c(C)c3)c2N)c1 | i | -1.9 | -0.7% | 13.9% | -10.0% | -5.2 | -9.5% | 3.3% | 3.0%
COc1ccc(N2CCN(C(=O)NCc3ccc(OC)c(Cl)c3)CC2)cc1 | -13.1% | 0.5 | 3.7% | -5.3% | 4.0% | 1.6 | -8.0% | -2.2% | 1.8%
Cc1cccc(C)c1NC(=O)CSc1nnc(C)n1CC1CCCO1 (stereo not given) | -8.5% | 1.1 | 15.1% | 5.0% | 0.4% | -3.7 | 6.1% | -1.0% | 23.8µM*
CN(C)/C=C(\C#N)C(=O)Nc1ccccc1 | i | -1.9 | -3.5% | -2.5% | -0.5% | -0.5 | -6.2% | 16.0% | 1.0%
COC(=O)CCC(=O)COc1ccccc1C#N | i | -0.3 | -0.3% | 0.0% | 2.9% | . | 8.4% | 0.0% | -2.0%
Cc1cccc(NC(=S)N(CCN(C)C)C(C)c2cccnc2)c1 (stereo not given) | i | -1.4 | -4.9% | 1.3% | 1.0% | 6.6 | ? | -23.3% | -14.1%
COc1c(C)cc(Br)cc1C(=O)Nc1cccc(-c2nc3ncccc3o2)c1 | i | -2.2 | -1.0% | 9.2% | 11.8% | -0.5 | ? | -26.9% | -5.5%
COC(=O)CCN(C(=O)c1ccc2c(c1)OCO2)c1ccccn1 | -1.6% | -1.5 | 1.7% | 6.0% | 2.1% | 0.4 | -1.4% | 1.5% | -8.7%
Cc1ccc(C(=O)N2CCN(c3ccc(C(F)(F)F)cn3)CC2)cc1 | -13.1% | 1.9 | 2.2% | 4.8% | 6.2% | 0.4 | 7.9% | 0.8% | 0.5%
CCOc1ccc(NC(=S)Nc2cccc3cnccc23)cc1 | -21.3% | -3.0 | -2.2% | 1.1% | 3.4% | -12.5 | 8.6% | -11.4% | ?
CN(C(=O)COc1ccc(Oc2ccccc2)cc1)C1CCS(=O)(=O)C1 (stereo not given) | -25.0% | -1.1 | ? | -5.1% | 0.2% | 0.3 | -2.4% | -7.1% | 13.6%
c1ccc2cc(CN3CCOCC3)ccc2c1 | i | -1.0 | 7.7% | 6.9% | 4.1% | . | 7.8% | 4.9% | -8.9%
Cc1nc(N)sc1-c1nnc(SCC(=O)Nc2nccs2)n1C | -3.1% | -0.1 | 5.5% | -1.7% | 10.6% | 1.7 | -18.9% | 9.1% | -2.3%
C[C@@H]1CCCCO[C@@H](CN(C)Cc2ccccc2)[C@@H](C)CN([C@H](C)CO)C(=O)c2cc(NC(=O)Nc3cccc4ccccc34)ccc2O1 | -24.8% | -2.9 | -16.2% | -16.5% | 17.0% | -11.9 | -18.3% | ? | -9.4%
O=[N+]([O-])c1ccc(NCc2ccccn2)nc1 | i | -0.9 | -18.4% | 1.5% | 8.8% | -0.1 | 6.8% | 16.3% | -5.7%
CC12CCC(C(=O)N3CCC(Cc4ccccc4)CC3)(C(=O)C1=O)C2(C)C (stereo not given) | -28.9% | -1.7 | -2.3% | 5.4% | 7.6% | 6.9 | -27.1% | ? | -3.4%
CC1=NN(c2nc(-c3ccc(C)cc3)cs2)C(=O)C1N=Nc1ccc2ccccc2c1 (stereo not given) | i | 0.2 | -7.4% | -0.9% | -7.4% | -14.5 | -0.4% | -10.4% | -10.7%
CCOC(=O)CN1C(=O)/C(=C/c2cccc(Br)c2)Oc2ccccc21 | -26.3% | -0.5 | 0.6% | 1.5% | -3.2% | 13.5 | 4.9% | 15.9% | -7.7%
